Bioassay records from PubChem.
TCR activator – activates T cell receptor signaling; primary human leukocytes, anti-CD3, IL-2 HTRF, 48 h; Potency, µM (series often up to 9.22 µM), for inactives: at the top dose activation of IL-2 secretion, most hits filed as activators; 330,000 tested, under 10 active; note: % of control where 0% means no effect
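HTRF read-out of IL-2 secretion: europium cryptate donor excited at 320nm, d2 acceptor emission at 665nm. Cells were primary human leukocytes incubated 48 hr with compounds and a-CD3 beads, supplying TCR signal only.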
a7 integrin act – integrin-mediated muscular dystrophy alleviation activation. alpha7betagal myoblasts, beta-gal FDG fluorescence, 48 h. Potency, µM (titrated, usually from 38.3 µM), inactives show top-dose activation, usual class: activators. 350,000 compounds, 0.064% hits. AID 624291;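 note: potency is the fitted concentration of half-maximal effect; 100% = response of the positive control SU9516; nearly all actives have a fitted effect of over 60% in size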
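alpha7betagal+/- myoblasts (passage 13, 250/well) treated 48 h at 37C with compounds at 1:260 dilution of DMSO stock. Lysed, then beta-galactosidase activity read as FDG fluorescence (ex 480/em 540) after 30 min, with pre-read for autofluorescence.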
TSHR antagonist – antagonists of human thyroid stimulating hormone receptor | activity change, negative = inhibition, % at 11.5 µM | TSHR-expressing cells, TSH-stimulated cAMP HTRF, 2 h; stronger effect = lower value | 330,000 compounds, 0.2% hits | AID 504810;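 active = activity change below a set negative limit, meaning inhibition stronger than a set level, cut at about -70% in these data; inconclusive = activity change between two set negative limits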; note: % is set by controls: 0 for no effect and ±100 for the full control effect
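Read-out is FRET at 665 nm (cryptate excitation 337 nm) from a cryptate-tagged anti-cAMP antibody, competed by cell cAMP against cAMP-d2. Compounds are tested on freshly harvested TSHR cells challenged with 4nM TSH (EC80) for 2 hours at 37 deg C.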
A-T KAP1 phos – potential ataxia-telangiectasia treatment | 320,000 compounds, 0.19% hits | […] A-T fibroblasts, KAP-1 phosphorylation AlphaLISA; neocarzinostatin DNA damage 30 min before lysis | AID 485349 | Potency, µM (doses to about 57.5 µM), for the others: at the top dose activation, usual class: activators; note: potency is the fitted concentration of half-maximal effect; % of control where 0% means no effect; nearly all actives have a fitted effect of over 45% in size
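hTERT-immortalized A-T patient fibroblasts ([…]), 500 cells/well in OPTI-MEM, 1% FBS, got compounds for 60 min, then NCS for 30 min at 37C. Lysates were then assayed for phospho-KAP-1 by AlphaLISA (anti-pKAP1 donor, anti-KAP1 acceptor beads), 6 hr at 25C.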
Mito fusion act – blocks mitochondrial division or promotes mitochondrial fusion; AID 485298; S. cerevisiae fusion-defective mutant growth rescue, CellTiterGlo 48 h; Potency, µM (doses to about 46.1 µM), for inactives: at the top dose growth rescue (activation), most hits filed as activators; 320,000 compounds, 0.23% hits;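 note: potency is the fitted concentration of half-maximal effect; % of control where 0% means no effect; nearly all actives have a fitted effect of over 45% in size; temperature-sensitive fusion mutants such as fzo1-1 at 37 °C on non-fermentable ethanol glycerol medium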
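Luminescent cell viability in 1536-well qHTS format served as the measure of rescued growth in ts fusion-mutant S. cerevisiae cultured on non-fermentable YPEG for 48 hours at 37C.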
MBNL1 CUG block – MBNL1-poly(CUG) RNA binding inhibition; Q9NR56; TR-FRET MBNL1-His/biotin-(CUG)12 binding, 665/545 ratio; Potency, µM (highest dose often 57.5 µM), inactives show top-dose activity change, negative = inhibition, hits mostly inhibitors; 280,000 compounds, 0.036% hits; active = well fitted inhibition curve with a large enough effect in the signal ratio, with a control signal flat, not every such curve was filed as active; inconclusive = small, poorly fitted or top-dose-only effect, or effect the other way, or a change in a side signal; inactive = no such curve, though single readings can be large or run the other way; the % refers to the signal ratio; note: potency is the fitted concentration of half-maximal effect; % is set by controls: 0 for no effect and ±100 for the full control effect
Target sequence (Q9NR56 whole entry, looked up): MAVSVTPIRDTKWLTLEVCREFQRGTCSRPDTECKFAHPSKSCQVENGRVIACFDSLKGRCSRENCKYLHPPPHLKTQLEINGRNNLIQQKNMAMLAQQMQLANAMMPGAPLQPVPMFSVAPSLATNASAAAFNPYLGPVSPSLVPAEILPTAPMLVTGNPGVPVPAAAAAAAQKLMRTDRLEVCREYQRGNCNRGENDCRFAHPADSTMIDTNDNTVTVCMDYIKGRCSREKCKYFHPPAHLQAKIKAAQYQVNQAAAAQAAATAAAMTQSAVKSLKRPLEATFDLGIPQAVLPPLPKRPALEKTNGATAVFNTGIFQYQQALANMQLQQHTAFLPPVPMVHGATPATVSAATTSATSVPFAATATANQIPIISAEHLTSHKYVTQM
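TR-FRET between His-tagged MBNL1 and biotin-(CUG)12 RNA, detected with Tb anti-His antibody (0.055 ng/ul) and streptavidin-XL665 (5 nM), 60 min at room temperature. Compounds titrated 92 nM to 58 uM; 665/545 nm ratio normalized to buffer and complex controls.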
MLL CXXC-DNA inh – MLL CXXC-DNA interaction inhibition; AID 2662; Potency, µM (top dose mostly 115 µM), inactives show top-dose activity change, negative = inhibition, hits mostly inhibitors; 290,000 compounds, 0.037% hits; MLL-CXXC / FITC-HOXA9 DNA fluorescence polarization; Q03164; active = well fitted inhibition curve with a large enough effect in the polarisation, with a control signal flat, not every such curve was filed as active; inconclusive = small, poorly fitted or top-dose-only effect, or effect the other way, or a change in a side signal; inactive = no such curve, though single readings can be large or run the other way; the % refers to the polarisation; note: potency is the fitted concentration of half-maximal effect
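Steps: dispense CXXC domain solution (7 uM) → pin compounds or unlabeled HOX-A9 DNA control → 5 min ambient → add FLSN-HOX-A9 solution (50 nM) → spin → 30 min ambient → fluorescence polarization. Tris pH 7.5/NaCl/DTT/BSA buffer.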
S-ASM inh – blocks human secretory acid sphingomyelinase; AID 504937; P17405; placental ASM, HMU-PC fluorogenic substrate, 60 min; Potency, µM (titrated, usually from 57.5 µM), inactives show at the highest dose activity change, negative = inhibition, actives largely listed as inhibitors; 340,000 compounds, 0.006% hits; note: potency is the fitted concentration of half-maximal effect
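Steps: dispense placental human ASM, pin compound, wait 10 min at room temperature, add HMU-PC0 substrate at 9 uM final, incubate 60 min at 37 °C, add stop solution raising pH to 10, read fluorescence.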
TSG101-PTAP inh – blocks PTAP/TSG101 interaction to inhibit HIV-1 budding | Fluorescence polarization, FITC-PTAP peptide / Tsg101 binding | Potency, µM (titrated, usually from 115 µM), for the others: at the highest dose activity change, negative = inhibition, actives largely listed as inhibitors | 340,000 tested, under 10 active | Q99816; active = well fitted inhibition curve with a large enough effect in the main read-out, with a control signal flat, not every such curve was filed as active; inconclusive = small, poorly fitted or top-dose-only effect, or effect the other way, or a change in a side signal; inactive = no such curve, though single readings can be large or run the other way; note: potency is the fitted concentration of half-maximal effect; % of control where 0% means no effect
Target sequence (Q99816 whole entry, looked up): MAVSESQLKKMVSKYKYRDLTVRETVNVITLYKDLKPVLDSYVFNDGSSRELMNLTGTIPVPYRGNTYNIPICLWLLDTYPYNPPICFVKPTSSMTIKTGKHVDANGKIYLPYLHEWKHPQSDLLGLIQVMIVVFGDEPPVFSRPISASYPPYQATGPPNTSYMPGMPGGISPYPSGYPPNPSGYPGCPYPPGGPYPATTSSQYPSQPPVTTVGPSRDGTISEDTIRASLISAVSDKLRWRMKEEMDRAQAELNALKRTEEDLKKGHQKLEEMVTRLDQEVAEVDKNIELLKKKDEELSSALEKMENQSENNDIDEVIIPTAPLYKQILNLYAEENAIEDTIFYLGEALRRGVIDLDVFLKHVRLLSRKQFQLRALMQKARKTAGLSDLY
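Fluorescence anisotropy tracks displacement of a FITC-tagged PTAP peptide (50 nM) from the Tsg101 binding domain (10 uM), following a 20 min room-temperature incubation at pH 7.5.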
Menin MLL FP TR – menin-MLL binding inhibition, Texas Red mutant peptide. O00255. Menin + Texas Red MLL mutant peptide, fluorescence polarization. Potency, µM (doses to about 61.6 µM), for inactives: at the top dose FP activity change, negative = inhibition, usual class: inhibitors. 270,000 compounds, 0.23% hits; active = well fitted inhibition curve with a large enough effect in the polarisation, with a control signal flat, not every such curve was filed as active; inconclusive = small, poorly fitted or top-dose-only effect, or effect the other way, or a change in a side signal; inactive = no such curve, though single readings can be large or run the other way; the % refers to the polarisation; note: potency is the fitted concentration of half-maximal effect; % of control where 0% means no effect; many of its hits are not listed in these tables
Numbers without * were called inactive; i = inactive; ? = inconclusive; . = no result given; [ ] = remark or other dose. Unless noted, calls come from the whole dose curve; as a rule, active = well fitted curve in the direction sought with a large enough effect; inconclusive = small, poorly fitted or top-dose-only effect, or another doubt; inactive = no such curve, though single readings can be large; an effect the other way counts as inactive or inconclusive. These rows are one share of the data. The share of hits here may be higher or lower than overall.

SMILES	TCR activator	a7 integrin act	TSHR antagonist	A-T KAP1 phos	Mito fusion act	MBNL1 CUG block	MLL CXXC-DNA inh	S-ASM inh	TSG101-PTAP inh	Menin MLL FP TR
COc1ccc(Cn2nnc3ccccc32)cc1	9%	-13%	-12	17%	-8%	.	.	4%	-3%	.
COc1ccc(C(=O)C2CCCN(C(=O)c3noc4c3CCCC4)C2)c(C)c1 (stereo not drawn)	8%	-17%	2	3%	10%	-5%	-4%	4%	-1%	-12%
CCCC(=O)Nc1ccc2c(c1)COC2=O	-5%	17%	-3	-3%[11.5 µM]	-9%	-1%	-2%	-1%	-2%	4%
Cn1c(=O)c2c(nc(NCCNC(=O)c3ccco3)n2Cc2ccc(Cl)cc2Cl)n(C)c1=O	.	1%	-8	-4%	0%	5%	3%	4%	5%	2%
CN=C1SC(CC(=O)Nc2ccc(F)cc2F)C(=O)N1/N=C(\C)c1cccc(OCC(=O)O)c1 (stereo not drawn)	-1%	-14%	2	-8%	-1%	.	-10%	4%	-5%	.
COc1ccc(C(=O)Nc2cc(C)on2)cc1S(=O)(=O)N1CC(c2ccccc2)CC1=O (stereo not drawn)	0%	-14%	-5	5%	3%	-2%	2%	-2%	-3%	-1%
O=C(Nc1ccc(Cl)cc1C(=O)N1CCOCC1)c1cccc([N+](=O)[O-])c1	1%[46.1 µM]	.	-5	4%	1%	8%	0%	.	.	0%
Cc1ccc(-n2ncc3c(=O)n(CC(=O)N4CCN(c5ccccc5F)CC4)cnc32)cc1C	-2%[46.1 µM]	6%	-4	3%	-2%	-4%	6%	5%	-1%	1%
CC(C)Cn1c(CN2CCCCC2C)nc2c1c(=O)n(C)c(=O)n2C (stereo not drawn)	-1%	-14%	-1	8%	-4%	2%	3%	9%	-4%	4%
Cc1noc(C)c1COc1ccc(C(=O)OCC(=O)Nc2ccc3ccccc3c2)cc1	1%	0%	1	-2%	-1%	3%	20%	-3%	-3%	15%
CN(C)/C=C1\N=C(c2ccc(Cl)cc2Cl)OC1=O	-3%	10%	-6	2%	3%	8%	0%	7%	-6%	-2%
COc1ccc(CCN2C(=O)NC(NS(=O)(=O)c3ccc(Cl)cc3)(C(F)(F)F)C2=O)cc1OC (stereo not drawn)	-6%	1%	-1	-4%	4%	-14%	7%	1%	-5%	8%
O=C(CSc1nnc2scc(-c3ccc(Cl)cc3)n12)NCc1ccc2c(c1)OCO2	5%	-30%	-5	-4%	4%	11%	13%	2%	-4%	-12%
Cc1cc(C)cc(C(=O)NCC(=O)OCC(=O)N2c3ccccc3NC(=O)C2(C)C)c1	-2%[46.1 µM]	25%	4	-4%	2%	-8%	4%	0%	0%	-8%
COc1ccc(C(=O)c2c(N)sc3c2CCN(C(=O)OC(C)(C)C)C3)cc1	-21%	11%	-5	-3%	8%	10%	21%	-6%	1%	.
O=C(NCc1cccnc1)c1cnc2sccn2c1=O	3%	22%	7	-7%	-3%	-2%	0%	4%	-3%	8%
COC(=O)/C=C/c1cnc2ccccc2c1	1%	-5%	7	-2%	6%	?	?	-1%	-3%	-16%
COc1ccc(CC(=O)N(C)CC(=O)Nc2ccccc2SC)cc1	-3%	?	-4	-1%	-3%	-3%	13%	0%	0%	-4%
COc1ccc(NC(=S)N(Cc2ccc(C(=O)O)cc2)Cc2ccc(OC)c(OC)c2)cc1	-1%	25%	10	-1%	3%	5%	-2%	0%	-4%	-12%
CCc1nn(CC(=O)O)c(=O)c2ccccc12	13%	1%	-12	4%	-1%	9%	-1%	2%	-9%	-1%
CCN(C(=O)CSc1nc2ccccc2n1CC)C1CCS(=O)(=O)C1 (stereo not drawn)	-4%	6%	-7	3%	-1%	.	-1%	4%	0%	-1%
CCCCCCc1c(C)nc(-n2[nH]c(C)c(CCO)c2=O)[nH]c1=O	-6%	-9%	-5	-1%	-1%	3%	-4%	0%	-5%	2%
CC(C)COC(=O)c1cc(=O)[nH]c2ccccc12	-7%	-14%	14	0%	7%	14%	-10%	11%	-6%	-30%
CCC(Oc1ccccc1)C(=O)NCCOC (stereo not drawn)	-1%[46.1 µM]	-9%	7	-6%	-1%	-6%	-6%	5%	-1%	6%
Cc1ccc(CNC(=O)CSc2nnnn2C)cc1	2%	-11%	2	-2%	0%	3%	-14%	3%	-1%	7%
C/C(=N\NC(=O)c1nnn(-c2nonc2N)c1CN(C)C)c1ccco1	0%	-5%	13	-11%	-1%	4%	2%	5%	1%	2%
COc1ccc(NC(=O)CCNS(=O)(=O)c2ccc3c(c2)c(=O)n(C)c(=O)n3C)c(OC)c1	-11%	-15%	-12	-1%	-19%	-6%[11.5 µM]	0%	5%	-1%	-7%
O=C(Cc1ccc(-n2c(=S)[nH]c3ccccc3c2=O)cc1)N1CCC(N2CCCCC2)CC1	2%	-9%	-1	.	0%	0%	-16%	1%	-6%	6%
Cc1cccc(NC(=S)N2CCCC(c3nc4ccccc4[nH]3)C2)c1 (stereo not drawn)	-3%	35%	12	-1%	0%	1%	3%	-3%	-4%	-2%
CCOc1ccc(NC(=O)CSc2nnc(COc3c(C)cccc3C)o2)cc1	-5%[46.1 µM]	-1%	5	-3%	-1%	-6%	15%	2%	-1%	6%
COc1ccc(C(=O)CSc2nnc(CNC(=O)c3ccco3)n2C)cc1	-2%	8%	-10	2%	-3%	3%	-16%	-2%	-6%	-9%
N/C(=N\OC(=O)COc1ccc([N+](=O)[O-])cc1)c1ccc(Br)cc1	.	.	11	1%	7%	-4%	6%	.	.	14%
CCc1c(O)nc2sc3ccccc3n2c1=O	-18%	-17%	5	-2%	7%	2%	-3%	0%	-1%	6%
O=C(NCc1ccccc1Cl)C1CC(=O)N(Cc2ccccc2)C1 (stereo not drawn)	.	22%	3	-4%	-6%	0%	7%	1%	1%	0%
CCN(CC)C(=O)c1cccc(NC(=O)c2ccccc2OCc2c(C)noc2C)c1	.	-48%[inhibitor]	2	-3%	-3%	.	.	3%	-8%	.
C/C(=N\NC(=O)c1cccs1)c1ccc(C(=O)O)s1	-3%	35%	4	-2%	0%	?	2%	0%	-4%	-7%
C=C(Cl)COc1ccc2c(CCCC)cc(=O)oc2c1	2%	-26%	-7	12%	27%	-1%	14%	17%	0%	.
O=C(/C=C/NCc1ccc(F)cc1)c1ccccc1	-7%[46.1 µM]	?	11	0%	-5%	.	11%	0%	-3%	-3%
COC(=O)CNC(c1ccccc1Cl)c1cc(Br)ccc1NC(=O)CCN1CCOCC1 (stereo not drawn)	-5%	?	-6	1%	6%	18%	1%	0%	0%	-24%
COc1ccc2c(c1OC)c(=O)n1c3ccc(OC(C)C(=O)NCCCN4CCOCC4)cc3c3ccnc2c31 (stereo not drawn)	-3%	-33%	-5	20%	-4%	?	12%	i	-2%	-24%
COc1cc(C(=O)NCCc2ccc(S(N)(=O)=O)cc2)ccc1OCc1c(C)noc1C	.	20%	4	6%	-1%	.	.	2%	-5%	.
C=CCOC(=O)C1=C[C@H](C(C)(C)C)[C@@H](CCCO)[C@H](OCC)O1	1%	14%	.	.	.	.	.	1%	-1%	.
CC1Cc2ccccc2N1C(=O)CSc1ncc(-c2ccc(F)cc2)n1C (stereo not drawn)	5%[46.1 µM]	?	0	-5%	4%	.	-2%	-2%	-1%	-17%
C=CCOC(=O)c1ccccc1C(=O)OCC1CO1 (stereo not drawn)	1%	-14%	.	.	.	.	.	6%	-9%	.
O=C(c1cc(Br)ccc1OC(F)F)N1CCN2CCCC2C1 (stereo not drawn)	6%	13%	-7	1%	-7%	.	.	7%	-3%	.
O=C(CSc1ccccn1)N1CCN(c2cccc(Cl)c2)CC1	-1%	9%	-4	7%	5%	-4%	-8%	0%	-1%	-26%
Cc1ccc(-c2c[n+](CC(=O)Nc3ccc(C)cc3C)c3n2CCC3)cc1	3%	1%	21	-4%	-4%	-8%	-4%	2%	-5%	.
O=C(CCCCCN1C(=O)[C@@H]2Cc3ccccc3CN2C1=O)Nc1cccc(F)c1	-3%	-14%	-12	3%	13µM*	2%	-1%	-4%	-6%	.
Cc1ccc(NS(=O)(=O)c2csc(C(N)=O)c2)c(C)c1	-14%	5%	10	25%	12%	-1%	-13%	0%	0%	16%
